# H9c2 TAG inh: inhibitors of triacylglycerol accumulation; H9c2 cells, Nile Red lipid (TAG) fluorescence; cells loaded with 200 µM oleic acid; inhibition, % at 12.5 µM; actives 0.66% (n = 230,000);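 active = pattern-corrected inhibition of lipid staining of at least 50% with the nuclear-stain viability signal not falling by more than 50%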;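 note: 0% = DMSO wells and 100% = triacsin C control wells; some results filed as inactive read as strong as hits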
# H9c2 TAG inh DAPI viability: further read-out of H9c2 TAG inh, marked with its call; DAPI nuclei signal change (viability), lower = more cytotoxic, %;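 whole-well DAPI fluorescence read on a plate reader as a viability signal; minus 50 percent equals half of cells still viable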
# The depositor's hits bear a star. Not all compounds are listed (hit frequency here may not be typical).
SMILES,H9c2 TAG inh,H9c2 TAG inh DAPI viability
C#CCOCCOCCOCCNc1nc(N2CCOCC2)nc(N2CCN(C(=O)CCCCCCCCCCNC(=O)[C@@H](CCC(=O)O)n3cc(CCCCCN)nn3)CC2)n1,-4,5
COC(=O)CN1C(=S)N(c2ccc(OC)cc2)C(=O)C1CC(=O)Nc1ccc(F)cc1 (stereo not given),1,3
CCOC(=O)c1c(C)[nH]c(C)c1C(=O)COC(=O)c1cc(OC)c(OC)cc1OC,5,-5
Cc1ccc(S(=O)(=O)NC(=O)C2(C)CCN2C(=O)C2CCCCC2)cc1 (stereo not given),4,5
COc1cc(C(=S)NCc2ccccc2)cc(Br)c1O,13,8
CCOc1ccc2nc(NC(=O)C3CCCO3)sc2c1 (stereo not given),15,1
CCc1ccc(NC(=O)CO/N=C(\C)c2cc3ccccc3o2)cc1,-36,16
O=S(=O)(c1ccccc1F)N1CCN(c2nc(-c3cccnc3)nc3ccccc23)CC1,25,3
Cc1c(C(=O)NNc2c(Cl)cccc2Cl)n(C)oc1=O,7,-4
O=C(NCC(c1cccs1)N1CCOCC1)c1cc(S(=O)(=O)N2CCOCC2)ccc1Cl (stereo not given),14,9

# Three entries from above, set out differently.
O=S(=O)(c1ccccc1F)N1CCN(c2nc(-c3cccnc3)nc3ccccc23)CC1
  H9c2 TAG inh: 25; H9c2 TAG inh DAPI viability: 3

C#CCOCCOCCOCCNc1nc(N2CCOCC2)nc(N2CCN(C(=O)CCCCCCCCCCNC(=O)[C@@H](CCC(=O)O)n3cc(CCCCCN)nn3)CC2)n1
  H9c2 TAG inh: -4; H9c2 TAG inh DAPI viability: 5

COc1cc(C(=S)NCc2ccccc2)cc(Br)c1O
  H9c2 TAG inh: 13; H9c2 TAG inh DAPI viability: 8

# (continued)
SMILES,H9c2 TAG inh,H9c2 TAG inh DAPI viability
COc1cccc(OC)c1C(=O)Nc1ccc(NC(=O)c2ccco2)cc1,-2,12
COc1ccc(C(=O)Nc2cccc(-c3ccc4nncn4n3)c2)cc1,14,6
Cc1ccc(OCCCn2c(=O)oc3ccccc32)cc1,14,-12
CCN1CCN(CC(=O)Nc2ccc3c(c2)OCO3)C(=O)C1=O,-11,-1
CC(NC(=O)c1cc(-c2ccncc2)nc2ccc(Br)cc12)C1CCCO1 (stereo not given),17,-5
OC(COCc1ccccc1)CN1CCN(c2ccccc2)CC1 (stereo not given),-25,11
CCc1ccc(C(C)NC(=O)c2ccc(F)cc2)cc1 (stereo not given),-36,-4
CN(Cc1nc2ccc(F)cc2[nH]1)Cc1nc(CC2CC2)no1,-10,-7
CSC1=NCCN1C(=O)c1ccc(C)cc1,-11,0
COc1cccc(CN2CCN(Cc3cc4ccccc4[nH]3)CC2CCO)c1 (stereo not given),20,1
CC(C)c1ccc(NC(=O)C(c2ccccc2)N2CCOCC2)cc1 (stereo not given),6,4
COc1ccccc1-c1nnc(NC(=O)C2=COCCO2)o1,12,-5
Cc1cc(C2=NNC(=NC3CC3)SC2)c(C)n1-c1ccccc1F,-15,18
O=C(CSc1nnc(-c2ccncc2)o1)Nc1ccccc1Cl,-7,-1
Oc1ccccc1-c1cc(-c2ccco2)[nH]n1,0,-11
N#Cc1c(N2CCOCC2)nc(-c2ccco2)c2c1CCCC2,13,-4
Cc1ccc(S(=O)(=O)N2CCN(C(=O)COC(=O)COc3ccc(Cl)cc3)CC2)c(C)c1,4,2
CC(C)c1nnc(NC(=O)COc2ccc3ccccc3c2)s1,16,-5
Oc1ccc(-c2nccs2)cc1,-1,-7
O=C1C[C@@H]2c3c(cccc3CN1Cc1ccccc1)C[C@@H](O)[C@H]2O,-10,-12
O=S(=O)(c1ccc(F)cc1)N1CCCN(c2nccc(C(F)(F)F)n2)CC1,-18,-2
O=C(c1csc2c1CCCC2)n1cccn1,-1,5
Cc1ccccc1N1CCN(C2CCCN(C(=O)c3snnc3C)C2)CC1 (stereo not given),24,-10
Cc1ccc(NS(=O)(=O)c2ccc(C)c(NC(=O)c3ccc(S(=O)(=O)N4CCCCCC4)cc3)c2)c(C)c1,2,0
CCC1COCCS(=O)(=O)N1Cc1cccc(C(F)(F)F)c1 (stereo not given),6,-3
C[C@H](NC(=O)c1nc[nH]c1C(=O)NCC(=O)OCc1ccccc1)c1ccccc1,-14,4
Cn1c2c(c(=O)n1-c1ccccc1)CSCC2,7,-5
CC(C)(C)c1ccc(CC(=O)N2CCC2(C)C(=O)NCc2ccc3c(c2)OCO3)cc1 (stereo not given),-33,-7
Cc1nc(-c2ccc(S(=O)(=O)N3CCOCC3)cc2)cs1,-21,10
O=C(Cc1cc(=O)oc2cc(O)ccc12)NCC1CCC(C(=O)O)CC1 (stereo not given),0,22
Cc1ccccc1Nc1nc(N)nc(COC(=O)c2cccc(S(=O)(=O)NCc3ccccc3)c2)n1,4,10
CN1CCc2c(sc(NC(=O)c3ccc([N+](=O)[O-])o3)c2C(N)=O)C1,87,-70
Cn1nc(C(C)(C)C)cc1NC(=O)C1(C)CCN1C(=O)Cc1ccc(-c2ccccc2)cc1 (stereo not given),9,-3
CC1(C)Cc2noc(N)c2C(C)(C)N1OC(=O)c1ccco1,0,-1
Cc1ccc(C(=O)c2ccccc2C(=O)OCC(=O)NC(C)(C)C)cc1,-10,7
Cn1cccc1CNC(=S)Nc1cc(F)cc(F)c1,-3,4
O=C(COC(=O)COc1ccccc1)Nc1ccc(Cl)cn1,-14,6
CCOc1ccc2nc(NC(=O)CN3C(=O)C4CCCCC4C3=O)sc2c1 (stereo not given),-10,6
CCCCCCC(=O)N/N=C/c1ccco1,2,4
Cc1ccc(NC(=O)CN(C)C(=O)c2cccc(S(=O)(=O)N3CCc4ccccc43)c2)cc1,-35,-4

# Profiles, quoted from the list. Screens in order: H9c2 TAG inh | H9c2 TAG inh DAPI viability
# `CN1CCc2c(sc(NC(=O)c3ccc([N+](=O)[O-])o3)c2C(N)=O)C1` is listed as 87 | -70
# `CCCCCCC(=O)N/N=C/c1ccco1` is listed as 2 | 4
# `O=C(COC(=O)COc1ccccc1)Nc1ccc(Cl)cn1` is listed as -14 | 6

# (more compounds)
SMILES,H9c2 TAG inh,H9c2 TAG inh DAPI viability
O=C(Nc1ccc(-c2nc3ncccc3o2)cc1)c1ccco1,16,15
COc1ccc2cc3cc(C(=O)NCCc4ccc(OC)c(OC)c4)oc3nc2c1,67*,4.1*
CC(C)(O)c1cc2ccccc2c(=O)o1,16,-4
CC(C)N1CCN(Cc2ccoc2)CC1CCO (stereo not given),0,-3
CCOC(=O)Cc1csc(NC(NC(=O)CC)(C(F)(F)F)C(F)(F)F)n1,1,-11
CC(C)NC(=O)NC(=O)COC(=O)c1cc(S(=O)(=O)N2CCCCC2)ccc1N1CCOCC1,7,0
Cc1cccc(C(=O)NC(NCc2ccco2)C(Cl)(Cl)Cl)c1 (stereo not given),-11,-3
Cc1ccc(NC(=S)NCCC(c2ccccc2)c2ccccc2)c(C)c1,6,9
O=C(COC(=O)c1ccc([N+](=O)[O-])o1)Nc1cccc2ccccc12,-3,4
CCOC(=O)c1ccc(NC(=O)c2ccco2)cc1,5,-7
CCOC(=O)NC1(C(F)(F)F)C(=O)N(Cc2ccccn2)C2=C1C(=O)CC(C)(C)C2 (stereo not given),22,-13
COc1ccc(CCNc2ccc(C(CC(N)=O)NC(=O)Cc3ccc(Br)cc3)cc2[N+](=O)[O-])cc1 (stereo not given),-1,-5
COc1ccc(N(CC(=O)NCC2CCCO2)C(=O)CCC(=O)Nc2nccs2)cc1 (stereo not given),13,-9
Cc1ccc(NC(=O)CCC(=O)NNC(=O)CCc2ccccc2)c(C)c1,-4,3
N#Cc1ccc(COC(=O)CN2C(=O)NC3(CCCC3)C2=O)cc1,-4,0
CN1CCN(C(=O)CCN2C(=O)/C(=C\c3ccc(F)cc3)SC2=S)CC1,4,9
COc1ccc(C)cc1NC(=O)COC(=O)Cc1c[nH]c2ccccc12,-8,2
CC(=O)Nc1ccc(-c2csc(Nc3ncccn3)n2)cc1,-6,7
O=C(O)c1cccc(S(=O)(=O)Nc2cccc(S(=O)(=O)N3CCCCCC3)c2)c1,-5,-7
COc1ccccc1-c1csc(C(O)c2ccc(F)cc2)n1 (stereo not given),-20,3
COc1ccc(NC(=O)c2ccco2)cc1NC(=O)c1ccco1,14,7
O=C(CCCOc1ccccc1)NC(=S)Nc1ccccc1,4,-4
CCOC(=O)C(=CNc1ccc(OC)cc1[N+](=O)[O-])C(=O)OCC,-16,10
CCN(CC)C(=O)C1=C(C)N(Cc2ccc(C(C)(C)C)cc2)C(=O)C(CC(=O)NCCc2ccccn2)C1 (stereo not given),1,-3
O=C(NC1CCCC1)c1cc(S(=O)(=O)N2CCCC2)ccc1Cl,3,-4
Cc1ccc(F)cc1C(=O)N1CCCC(c2cc(C(=O)Nc3ccccc3Cl)no2)C1 (stereo not given),2,1
Cc1ccc(C(=O)Nn2cnnc2)cc1Cl,-1,59
CC(=O)c1c(C)oc2ccc(NS(=O)(=O)c3cccs3)cc12,4,5
O=[N+]([O-])/C(C(Cl)=C(Cl)Cl)=C1\Nc2ccccc2O1,4,1
CS(=O)(=O)Nc1ccc2c(c1)[C@@H]1C[C@@H](CC(=O)NCc3cccnc3)O[C@H](CO)[C@@H]1O2,-7,-1
COc1ccc(OC)c(C(=O)COC(=O)CNC(=O)C2CCCCC2)c1,22,-11
O=C(NCc1c(O)ccc2ccccc12)c1ccccc1,-8,4
N#Cc1c(/N=C/c2cccnc2)sc2c1CCCC2,3,3
Cc1ccc(C)c(S(=O)(=O)Nc2ccc3cn[nH]c3c2)c1,15,-3
CCCCNC(=O)C1c2ccccc2C(=O)N(c2ccc(OC)cc2)C1c1ccc(OC)cc1 (stereo not given),24,-13
C=CCNC(=O)C(=O)c1cccn1-c1ccsc1C(=O)OC,-5,6
Cc1nnc(N/N=C/c2ccccn2)[nH]c1=O,53*,-34*
COc1ccc(N(C(=O)c2ccco2)C(C(=O)NC2CCCCC2)c2cccs2)cc1OC (stereo not given),-15,2
CS(=O)(=O)N(CC(=O)N1CCCCCC1)c1ccc(Br)cc1,-21,9
CC(/C=N/NC(=O)CSc1n[nH]c(=O)[nH]c1=O)=C\c1ccccc1,3,3
O=C(CN1CSCC1=O)N1CCN(S(=O)(=O)c2ccc(Cl)cc2)CC1,-10,-4
CCOC(=O)N1CCN(C(=O)c2cnc(Nc3ccccc3OC)c3ccccc23)CC1,1,-8
CC1=NN(c2ccc(C(=O)O)cc2)C(=O)/C1=C\c1ccc(OC(=O)c2cccs2)cc1,5,-8
CNC(=O)CN(c1cc([N+](=O)[O-])ccc1OC)S(C)(=O)=O,14,-6
Cc1cc(NC(=O)CCC(=O)N(CC(=O)NCC2CCCO2)Cc2ccc(F)cc2)no1 (stereo not given),6,-5
CCC(=Nc1ccccc1OC)C1=C(O)CC(c2ccccc2)CC1=O (stereo not given),1,3
O=C(NNC(=S)Nc1ccccc1)C1CCCCC1,-3,5
C=CCn1c(=O)/c(=C/c2ccsc2)s/c1=C(\C#N)C(=O)NCCN1CCOCC1,-1,-4
CCCC(=O)OCC(=O)Nc1ccc([N+](=O)[O-])cc1C#N,-2,6
CCOc1ccc(S(=O)(=O)Nc2cccc(C(=O)NCCCN3CCOCC3)c2)cc1,-4,1

# Remaining list, next part.
SMILES,H9c2 TAG inh,H9c2 TAG inh DAPI viability
CCN(C[C@H]1N[C@@](C)(C(=O)OC)[C@H]2C(=O)N(Cc3ccccc3)C(=O)[C@@H]12)S(=O)(=O)c1ccc(C(C)(C)C)cc1,16,-5
O=C(CSc1nccc(=O)[nH]1)Nc1ccc(F)c([N+](=O)[O-])c1,-11,16
CC(N)=Nc1ccc([N+](=O)[O-])cc1,-6,8
Cc1ccc(NC(=O)Cn2c(=O)n(CCC(=O)NC3CCN(Cc4ccccc4)CC3)c(=O)c3ccccc32)cc1,10,2
COc1cc(/C=C/C(=O)Nc2cc(S(=O)(=O)N3CCOCC3)ccc2N2CCCC2)cc(OC)c1OC,3,0
COc1cc(OC)cc(C(=O)N[C@H](C(=O)Nc2c(C)n(C)n(-c3ccccc3)c2=O)C(C)C)c1,5,-9
COc1cccc(OC)c1C(=O)O/N=C(\N)c1ccncc1,-7,8
O=C(COC(=O)c1ccc(Br)cc1)Nc1cccnc1Cl,15,-13
CN1CCNC(=O)C1CC(=O)NCCc1ccccc1F (stereo not given),-3,-6
Cc1cc(S(=O)(=O)N2CCC3(CC2)OCCN3S(=O)(=O)c2cccs2)ccc1F,-5,-1

# Looked up above:
# COc1cccc(CN2CCN(Cc3cc4ccccc4[nH]3)CC2CCO)c1 (stereo not given) | H9c2 TAG inh = 20
# O=C(NCC(c1cccs1)N1CCOCC1)c1cc(S(=O)(=O)N2CCOCC2)ccc1Cl (stereo not given) | H9c2 TAG inh DAPI viability = 9
# CCN1CCN(CC(=O)Nc2ccc3c(c2)OCO3)C(=O)C1=O | H9c2 TAG inh = -11
# Cc1ccccc1Nc1nc(N)nc(COC(=O)c2cccc(S(=O)(=O)NCc3ccccc3)c2)n1 | H9c2 TAG inh DAPI viability = 10
# CC1=NN(c2ccc(C(=O)O)cc2)C(=O)/C1=C\c1ccc(OC(=O)c2cccs2)cc1 | H9c2 TAG inh = 5

# Following part:
SMILES,H9c2 TAG inh,H9c2 TAG inh DAPI viability
COc1ccc(C(NC(C)=O)c2cc(Cl)c3cccnc3c2O)cc1 (stereo not given),44,-13
Cc1ccc(OCc2n[nH]c(=S)n2-c2ccc(Cl)cc2)cc1,-2,1
Cc1ccc(S(=O)(=O)NC2CCOC(C)(C)C2)cc1 (stereo not given),-19,-4
N#Cc1ccsc1NC(=O)CCc1ccccc1,3,7
CCc1cccc(NC(=O)C2CCCN2S(=O)(=O)c2ccc3c(c2)n(C)c(=O)c(=O)n3C)c1 (stereo not given),-10,9
c1csc(-c2noc(CN3CCOCC3)n2)c1,-8,-4
Cc1ccc(N(CC(=O)NCc2ccco2)S(=O)(=O)c2ccccc2)cc1,-9,1
COc1ccc(NC(=O)COC(=O)CCC2CCCCC2)cc1,2,8
COC(=O)c1c(C)[nH]c(C(=O)NCc2ccco2)c1C,1,2
COc1ccc(OC)c(NC(=O)C(CC(=O)O)Cc2ccc(Cl)cc2)c1 (stereo not given),0,3

# Screens from PubChem BioAssay.
